From PubChem
OX1R antag-1 = OX1R (HCRTR1) antagonists, primary screen, fluorescence, CHO/OX1R cells, Fluo-8 calcium, orexin A; inhibition, % at 5 µM; AID 434989, 2010; Fluo-8 calcium fluorescence; 0.43% of 330,000 active;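 active = inhibition above its plate's threshold, mean inhibition of all tested compounds on the plate plus 3 SD, cut at about 37% in these data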;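 also: 0% = orexin A challenge wells and 100% = SB-334867-A antagonist wells; not every result past the cut was called active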
Target sequence (O43613 whole entry, looked up): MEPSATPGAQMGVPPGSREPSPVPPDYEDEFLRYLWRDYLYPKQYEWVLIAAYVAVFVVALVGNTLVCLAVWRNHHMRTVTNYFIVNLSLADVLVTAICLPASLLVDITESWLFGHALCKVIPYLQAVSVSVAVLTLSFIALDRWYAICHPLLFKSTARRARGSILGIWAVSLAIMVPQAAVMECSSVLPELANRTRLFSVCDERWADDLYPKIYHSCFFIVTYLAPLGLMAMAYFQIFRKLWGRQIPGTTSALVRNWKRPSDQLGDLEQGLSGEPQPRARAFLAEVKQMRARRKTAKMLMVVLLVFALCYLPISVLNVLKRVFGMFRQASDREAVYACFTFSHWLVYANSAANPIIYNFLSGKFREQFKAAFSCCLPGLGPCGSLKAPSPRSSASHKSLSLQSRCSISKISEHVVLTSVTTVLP
OX1R antag-2 = antagonists of human orexin 1 receptor (OX1R); Orexin/Hypocretin receptor type 1 (Homo sapiens), O43613; OX1R-expressing cells, FRET antagonist read-out; inhibition, % at 6.6 µM; 1.8% of 330,000 active; AID 485270, 2010; in the data active = inhibition mostly above about 38%, no sharp cut-off; inactive = mostly below about 40%;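 also: 0% = agonist challenge alone and 100% = reference antagonist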
The depositor's hits bear a star.

OX1R antag-2 | OX1R antag-1 | smiles
15 | -18 | CC1CCCC(C)N1C(=O)COC(=O)/C=C/c1ccco1 (centres undefined)
28 | -22 | CC(=O)N1CCCN(Cc2cn(-c3cc(C)ccc3C)nc2-c2ccccc2)CC1
5 | -14 | COC(=O)CCC(=O)N1CCCC(CO)(Cc2ccccc2)C1 (centres undefined)
8 | -9 | O=C(COC(=O)/C=C/c1cc(Br)ccc1F)NC1CC1
3 | -16 | Cc1ccc(C(=O)C(C)OC(=O)C2CC(=O)N(C3CCCCC3)C2)cc1 (centres undefined)
17 | -21 | CC1CCN(C(=O)CSc2nc3c(cnn3-c3ccccc3)c(=O)[nH]2)CC1
10 | -5 | Nc1nc(NCCO)nc(NCC2CCCO2)c1[N+](=O)[O-] (centres undefined)
4 | -2 | Cn1nnnc1SCC(=O)NC(=O)Cc1ccccc1
33 | -12 | Cc1c(/C=N/n2cnnc2)c2ccccc2n1C
1 | -26 | Cc1nn(C(C)C(=O)NCCCN(Cc2ccccc2)C(C)C)c(=O)c2c1sc1ccccc12 (centres undefined)
10 | -21 | Cc1ccc2cc(C(c3nnnn3C3CCCC3)N3CCN(c4ccc(F)cc4)CC3)c(=O)[nH]c2c1 (centres undefined)
4 | -20 | O=C(c1ccco1)N1CCN(Cc2cc(=O)c(OCc3cccc(Cl)c3)co2)CC1
24 | -11 | C=C(C)C(=O)Nc1cccc(C2=NOC3(C2)C[C@@H](C(N)=O)N(C(=O)/C=C/CC)C3)c1 (some centres undefined)
10 | -6 | NC(=O)CC1(CC(=O)O)CCCCC1
17 | -62 | COC(=O)c1c(NC(=O)CN(c2ccc(C)c(C)c2)S(C)(=O)=O)sc2c1CCCC2
118* | 14 | CCOC(=O)c1c(=O)n(O)c2ccc(OC)cc2[n+]1[O-]
8 | -7 | COc1ccc(OCC(O)Cn2c(=N)n(Cc3ccccc3)c3ccccc32)cc1 (centres undefined)
1 | -7 | CCOC(=O)[C@@H]1[C@H]2COc3cc(OC)ccc3[C@H]2N2C(=O)N(c3ccc(C)cc3)C(=O)[C@]12C
17 | -32 | c1ccc(CCC2CCCCN2Cc2nc(-c3ccc4c(c3)OCO4)no2)nc1 (centres undefined)
1 | -20 | CN1C(=O)CSC1=NC12CC3CC(CC(C3)C1)C2
15 | -15 | O=C(/C=C/c1ccccc1)NC(=S)Nc1ncccn1
73 | 10 | COc1ccc(Cl)cc1NC(=O)c1cc(-c2cc(C)ccc2O)n[nH]1
48 | -18 | COc1cc(/C=C(\C#N)C(=O)Nc2ccc3ccccc3c2)c([N+](=O)[O-])cc1OC
14 | -20 | Cc1nn2c(N)c(C#N)cnc2c1-c1ccc(Cl)cc1
4 | 0 | Nc1nonc1C(=O)NCCc1ccccc1

Part of the list above, reformatted.
smiles	OX1R antag-2	OX1R antag-1
NC(=O)CC1(CC(=O)O)CCCCC1	10	-6
COC(=O)CCC(=O)N1CCCC(CO)(Cc2ccccc2)C1 (centres undefined)	5	-14
O=C(COC(=O)/C=C/c1cc(Br)ccc1F)NC1CC1	8	-9
Cc1c(/C=N/n2cnnc2)c2ccccc2n1C	33	-12

Further records follow:
OX1R antag-2 | OX1R antag-1 | smiles
77* | -5 | O=[N+]([O-])c1cccc(/C=N/n2cnnc2)c1
40 | 8 | COCCNC(=O)/C(C#N)=C/c1ccc(-c2ccc(OC)cc2[N+](=O)[O-])o1
29 | 1 | O=C1NC(=S)S/C1=C/c1ccc(N2CCOCC2)o1
22 | -21 | COc1ccc(C(=O)Nc2ccccc2C(=O)NC(Cc2ccc(O)cc2)C(=O)NNC(=O)c2ccccc2)cc1 (centres undefined)
33 | -22 | CCOC(=O)c1sc2ncnc(OC)c2c1C
19 | -23 | CCOC(=O)C1CCCN(C(=O)c2ccc(C)c([N+](=O)[O-])c2)C1 (centres undefined)
39 | -10 | O=C(NCc1ccc(OC(F)(F)F)cc1)C1CC(c2ccccc2[N+](=O)[O-])=NO1 (centres undefined)
18 | -10 | O=C(c1ccccc1)N1CCN(C(=S)NCc2ccco2)CC1
17 | 21 | Fc1cccc(Cl)c1CSc1nnnn1-c1ccc2c(c1)OCO2
11 | -14 | O=C1CC(=O)Nc2cc(S(=O)(=O)N3CCN(c4cccc(C(F)(F)F)c4)CC3)ccc2N1
26 | -16 | CCOc1ccc(/C=C/c2nc(C#N)c(NCCCN(C)C)o2)cc1
15 | -6 | CCOc1ccc(N(CC(=O)OC)S(=O)(=O)c2ccc3c(c2)n(C)c(=O)c(=O)n3C)cc1
49 | -12 | O=C1CN(CC(=O)N2CCOCC2)c2ccccc2O1
15 | 9 | Cc1[nH]c2ccccc2c1C(=O)CN1CCC2(CC1)OCCO2
9 | 3 | O=C1c2ccccc2C(Nc2ccc(F)c(Cl)c2)N1Cc1ccco1 (centres undefined)
28 | -8 | O=C(COc1ccccc1[N+](=O)[O-])N1CCN(S(=O)(=O)c2ccccc2)CC1
12 | -9 | N/C(=N\OCc1ccc([N+](=O)[O-])cc1)c1ccccn1
22 | -38 | COCCn1nnnc1C(c1ccccc1)N1CCN(c2ccccc2)CC1 (centres undefined)
21 | -4 | COc1cc(S(=O)(=O)NC2CC(C)(C)NC(C)(C)C2)c(OC)cc1Cl
4 | -10 | Cc1ccccc1NC(=O)COC(=O)C1(C)CC1(Cl)Cl (centres undefined)
-12 | 0 | Cc1ccc(S(=O)(=O)Nc2ccccc2C=Nc2cccc(C)c2C)cc1
29 | 10 | Cc1ccc(C(=O)N2CCN(c3ncnc4c(C)csc34)CC2)cc1
13 | -13 | COc1ccc(-n2c(=O)cc(N3CCN(Cc4ccccc4)CC3)[nH]c2=O)cc1
28 | -23 | O=C(NCCCN1CCOCC1)c1ccc2c(=O)n(-c3ccc(F)c(Cl)c3)c(=S)[nH]c2c1
21 | -22 | Cc1cccc(NC(=O)CSCC(=O)Nc2cc(Cl)ccc2N2CCN(C)CC2)c1
7 | 1 | N#CCC(=O)Nc1ccc(C(=O)OCC(=O)NNC(=O)c2ccc(Cl)cc2)cc1
18 | -32 | CCn1c(SCc2nc3ccccc3c(=O)[nH]2)nc2ccccc21
19 | -36 | Cc1ccc(OCC(=O)Nc2ccc(NC(=O)c3ccco3)cc2)c(C)c1
12 | -3 | COc1ccc(OC)c(C2=NO[C@@H]3C(=O)N(c4cc(Cl)ccc4OC)C(=O)[C@H]23)c1
14 | -78 | C=CCN(C(=O)CCc1ccccc1OC)c1nc(-c2ccc(S(C)(=O)=O)cc2)cs1
0 | 3 | CC(C)NS(=O)(=O)c1ccc(NC(=O)C(C)OC(=O)CCC2CCCC2)cc1 (centres undefined)
3 | -17 | C[C@H](CO)N1C[C@H](C)[C@@H](CN(C)C(=O)Nc2ccc(C(F)(F)F)cc2)Oc2c(NC(=O)Cc3ccccc3)cccc2C1=O
33 | -10 | N#Cc1ccccc1Cn1c(=O)n(CCC(=O)NCc2ccco2)c(=O)c2ccccc21
13 | -10 | COC(=O)c1cn(C)c2ccc(S(=O)(=O)N3CCOCC3)cc2c1=O
25 | -10 | O=[N+]([O-])c1ccc(Cl)cc1Sc1ccccn1
21 | -5 | CCC(C)(C)c1ccc(Oc2cccc(C(=O)O)c2)cc1
17 | -13 | CC(=O)Nc1ccc(NC(=O)CCCc2c[nH]c3ccccc23)cc1
0 | -11 | CC1CCc2c(sc(/N=C/c3ccco3)c2C(N)=O)C1 (centres undefined)
5 | -23 | CCOc1cc(/C=N/NC(=O)COc2ccccc2C)ccc1OC(=O)c1cccs1
35 | -17 | COc1ccccc1N(CC(=O)N/N=C/c1ccc(SC)cc1)S(C)(=O)=O
21 | -7 | Cc1ccc(SCCNC(=S)Nc2ccccc2)cc1
31 | 40 | O=C(CCCOc1ccccc1)Nc1cccc([N+](=O)[O-])c1
6 | -9 | CCOc1ccc(Nc2nc3ccccc3c(=O)s2)cc1
5 | -13 | CC1CN(C(=O)COc2ccc3c(-c4ccccc4)cc(=O)oc3c2)CC(C)O1 (centres undefined)
9 | -6 | Cc1ccc(S(=O)(=O)C(C)C(=O)c2ccc3c(c2)OCCO3)cc1 (centres undefined)
23 | -31 | CCOC(=O)c1cc(C#N)c(N2CCCC2)nc1-c1ccccc1
9 | -1 | CC(C)(C)c1ccc(C(=O)NCC(=O)OCc2ccc([N+](=O)[O-])cc2)cc1
3 | -13 | C#CCOc1c(Cl)cc(/C=N/NC(N)=S)cc1OCC
3 | -12 | CN1CCN(c2nc(-c3ccccc3O)nc3ccccc23)CC1
12 | -36 | O=C(CN(C1CCCCC1)S(=O)(=O)c1ccc(Cl)cc1)NCc1cccnc1

Next section.
OX1R antag-2 | OX1R antag-1 | smiles
11 | -12 | CCOC(=O)c1c(C)n(C)c2ccc(OCC(O)CN3CCN(C)CC3)cc12 (centres undefined)
6 | -22 | O=C(CN1N=C(c2ccc(Cl)cc2)CCC1=O)NCc1cccs1
6 | -8 | CSc1ccc2c(c1)C(N1CCN(C)CC1)Cc1ccc(F)cc1S2 (centres undefined)
9 | -11 | COc1ccc(C(=O)CN2C(=O)c3ccccc3S2(=O)=O)cc1
18 | -9 | COC(=O)Cn1ncn2cccc2c1=O
20 | -1 | COC(=O)c1ccccc1Sc1c(/C=N/OC(=O)c2ccccc2)c(C(F)(F)F)nn1C
3 | -20 | CCOc1ccc(C(=O)NNC(=O)CNC(=O)c2ccc(C)s2)cc1OC
18 | -8 | O=C(O)c1ccc2c(c1)C1C=CCC1C(c1ccncc1)N2 (centres undefined)
12 | -6 | CC(C)(C)C(=O)Oc1ccc2cc(-c3ccc4ccccc4n3)c(=O)oc2c1
13 | -16 | CCN(C(=O)Cn1nc(C)c([N+](=O)[O-])c1C)c1c(N)n(Cc2ccccc2)c(=O)[nH]c1=O
8 | -30 | CCc1ccc(NC(=O)C(=O)NCCN2CCN(C(=O)c3ccco3)CC2)cc1
5 | 2 | CC(=O)c1cccc(NS(=O)(=O)c2c(C)n[nH]c2C)c1
22 | -24 | CSc1nnc2c3c4c(sc3c(=O)n(-c3ccccc3)n12)CC(C)(C)OC4
21 | -34 | Cc1ccc(C2(CCNCc3ccco3)CCOC(C(C)C)C2)cc1 (centres undefined)
13 | -18 | COc1ccc(C2(c3ccc(OC)cc3)NC(=O)N(CC(=O)NC(C)C)C2=O)cc1
30 | -11 | O=C(N/N=C(\c1ccccc1)c1ccccn1)c1ccccc1Cl
34 | -17 | COc1cccc(OCCNC(=O)Nc2cc(F)c(F)cc2Cl)c1
38 | -15 | CCc1ccccc1NC(=O)CC(=O)Nc1ccccc1CC
10 | -25 | O=C(NN1C(=O)C2C3C=CC(C4CC34)C2C1=O)c1ccc(Cl)cc1 (centres undefined)
40 | -21 | CCc1ccc(C2C(C#N)=C(N)N(N3CCOCC3)C3=C2C(=O)CC(C)(C)C3)s1 (centres undefined)
10 | -13 | C=C1CC(C)OC(c2ccccc2OCC(O)CN2CCCCC2)C1 (centres undefined)
13 | -23 | Cc1ccc(CNC(=O)COC(=O)c2ccc(S(=O)(=O)N(C)C)cc2)cc1
7 | -7 | C=CCN(CC=C)C(=O)c1cccc(OC2CCN(CC(C)(C)C)CC2)c1
32 | -11 | COc1cc(OC)cc(C(=O)N[C@H](C(=O)NC2CCCc3ccccc32)C(C)C)c1 (some centres undefined)
12 | -10 | CC(C)OC(=O)c1ccc(NC(=O)c2cccc(-n3cnnn3)c2)cc1

Among those listed so far, these contain a COOH group:
OX1R antag-2 | OX1R antag-1 | smiles
10 | -6 | NC(=O)CC1(CC(=O)O)CCCCC1
21 | -5 | CCC(C)(C)c1ccc(Oc2cccc(C(=O)O)c2)cc1
18 | -8 | O=C(O)c1ccc2c(c1)C1C=CCC1C(c1ccncc1)N2 (centres undefined)

(further entries)
OX1R antag-2 | OX1R antag-1 | smiles
14 | -15 | COc1ccccc1NC(=O)N1CCCC(C(=O)Nc2cccc(C)c2C)C1 (centres undefined)
18 | -7 | c1cc2c(cc1Nc1nc(-c3ccc4c(c3)OCO4)cs1)OCCO2
6 | -22 | COc1ccccc1N1CCN(CCCNC(=O)Nc2ccccc2)CC1
22 | 1 | CCc1ccc(OCCCC(=O)Nc2ccc(S(N)(=O)=O)cc2)cc1
4 | -30 | CC(=O)N1CCOc2ccc(S(=O)(=O)N3CCCC(C)C3)cc21 (centres undefined)
7 | -19 | OC(COc1ccc2cc(Br)ccc2c1)CN1CCN(c2ccccn2)CC1 (centres undefined)
11 | -13 | Cc1ccc(C(=O)NNC(=O)CCC(=O)Nc2cccc(Cl)c2C)cc1
8 | -15 | CCOC(=O)CN(C(=O)CSc1nnc(C)n1-c1ccccc1)c1ccccc1
16 | -44 | COc1ccc(CCNc2cc(C)nc3c(-c4ccc(Cl)cc4)cnn23)cc1OC
20 | -13 | NC1=NC(=O)/C(=C\c2ccsc2)S1
56 | -17 | COc1cc(NC(=S)N2CCCCC2C)c(OC)cc1Cl (centres undefined)
15 | -24 | CC(C)CC(NC(=O)OC(C)(C)C)c1cn([C@@H](CCCCNC(=O)OC(C)(C)C)C(=O)N2CCN(C(=O)OC(C)(C)C)CC2)nn1 (some centres undefined)
14 | -1 | COc1ccccc1OCCSc1nc2ccccc2n1CC(O)CO (centres undefined)
17 | -22 | Cc1ccc(Cl)cc1N1CCN(CC(O)COC(C)C)CC1 (centres undefined)
13 | 2 | COCCCN1C(=O)C(=O)/C(=C(/O)c2ccc(C)cc2)C1c1ccccc1 (centres undefined)
7 | 1 | Cc1ccccc1OCCCCCCN1CCNCC1
16 | -10 | Cc1cc(C)c(NC(=O)CSc2nnnn2-c2cccnc2)c(C)c1

A stretch of the results above:
OX1R antag-2 | OX1R antag-1 | smiles
14 | -15 | COc1ccccc1NC(=O)N1CCCC(C(=O)Nc2cccc(C)c2C)C1 (centres undefined)
18 | -7 | c1cc2c(cc1Nc1nc(-c3ccc4c(c3)OCO4)cs1)OCCO2
6 | -22 | COc1ccccc1N1CCN(CCCNC(=O)Nc2ccccc2)CC1
